High-throughput results (PubChem)
ALOX12 inh: ALOX12 (human) lipoxygenase inhibition; P18054; purified 12hLO, xylenol orange hydroperoxide absorbance; Potency, µM (series often up to 108 µM), for inactives: top-dose activity change, negative = inhibition, most hits filed as inhibitors; 1.1% of 580,000 active; active means well fitted inhibition curve with a large enough effect; inconclusive means small, poorly fitted or top-dose-only effect, or another doubt; inactive means no such curve, though single readings can be large or run the other way
Target sequence (P18054 whole entry, looked up): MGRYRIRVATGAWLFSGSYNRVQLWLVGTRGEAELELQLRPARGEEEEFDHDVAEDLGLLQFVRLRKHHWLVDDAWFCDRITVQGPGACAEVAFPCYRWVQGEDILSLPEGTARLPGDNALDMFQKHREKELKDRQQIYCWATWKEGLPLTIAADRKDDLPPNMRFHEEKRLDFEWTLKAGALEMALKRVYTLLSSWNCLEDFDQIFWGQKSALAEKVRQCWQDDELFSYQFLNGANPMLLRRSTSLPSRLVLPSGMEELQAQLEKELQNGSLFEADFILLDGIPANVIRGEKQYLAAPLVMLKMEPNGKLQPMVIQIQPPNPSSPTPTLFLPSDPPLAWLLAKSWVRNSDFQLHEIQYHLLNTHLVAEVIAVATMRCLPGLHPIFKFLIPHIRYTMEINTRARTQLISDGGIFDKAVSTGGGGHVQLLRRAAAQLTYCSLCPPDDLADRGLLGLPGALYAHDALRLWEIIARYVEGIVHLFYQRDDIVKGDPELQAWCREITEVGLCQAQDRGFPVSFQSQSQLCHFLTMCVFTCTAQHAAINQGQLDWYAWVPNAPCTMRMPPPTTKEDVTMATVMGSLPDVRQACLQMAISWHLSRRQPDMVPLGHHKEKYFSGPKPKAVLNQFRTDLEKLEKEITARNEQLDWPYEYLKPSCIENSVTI
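Purified human 12hLO at 150 nM in 25 mM Hepes, 0.01% Triton X-100, pH 7.0, preincubated 15 min at room temperature with compound. Reaction started with 40 uM arachidonic acid, 30 min at room temperature. Hydroperoxide measured by Fe-xylenol orange, 573/405 nm absorbance ratio.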
An asterisk follows results filed as active; [ ] = dose if it differs, or a comment. On the % scale 0 is the no-effect control and ±100 the full control effect; potency means the concentration at half of the fitted maximal effect.

`Cc1ccccc1NC(=O)Cn1c(=O)n(-c2ccc(F)cc2)c(=O)c2c1cc(C)n2C` gave ALOX12 inh inconclusive.
For COC(=O)c1ccc2nc(CO[C@H]3CN(Cc4ccccc4)C[C@H]3F)[nH]c2c1 the results were ALOX12 inh 62%[activator][176 µM].
Screening C(C#CCOC/C=C/c1ccccc1)#CCOC/C=C/c1ccccc1 returned ALOX12 inh inconclusive.
`COc1ccc(C2Cn3cnc(C(=O)N4CCC(C(=O)NCc5ccc(C)cc5)CC4)c3CO2)cc1` (stereo not given) gave ALOX12 inh 0%.
CCC1Oc2ccc(NC(=O)Cc3ccccc3)cc2CN(Cc2cccc(OC)c2)C1=O (stereo not given) was read as ALOX12 inh 1%.
`N#CCCN(C(=O)CSc1nnnn1-c1ccccc1)c1ccc(F)cc1` gave ALOX12 inh 12%.
COc1cccc(S(=O)(=O)N2CCC3(CC2)C(=O)NN=C3c2ccccn2)c1 was read as ALOX12 inh 45%[activator].
For Cc1cnc(-c2cccnc2)n1C1CCCN(CC2CCCCC2)C1 (stereo not given) the results were ALOX12 inh 16%.
Screening COC[C@@H]1CCCN1c1ncnc2c1CN(C1CCNC1)C(=O)CN2C (stereo not given in full) returned ALOX12 inh -17%[6.33 µM].
For COCCCNc1cc(-c2cccs2)nc2c(C)noc12 the results were ALOX12 inh -11%[176 µM].
`COC1CCC12CCN(C(=O)c1ccc(C)s1)CC2` (stereo not given) gave ALOX12 inh 41%[activator].
For Cc1csc(C(C#N)C(=O)CSc2ccc(C(F)(F)F)cn2)n1 (stereo not given) the results were ALOX12 inh inconclusive.
CC(C)c1noc(C2CCCN(Cc3cc(=O)c4cccc(F)c4[nH]3)C2)n1 (stereo not given) was read as ALOX12 inh 53%[activator].
For N#Cc1ccc(CN2CCC3(CC2)NCc2ccccc2NC3=O)cc1 the results were ALOX12 inh 1%[6.33 µM].
`COc1cccc(CNC(=O)[C@H]2CCCN2C(=O)[C@H]2CCCN2C(=O)c2ccc(F)cc2F)c1` gave ALOX12 inh -6%.
CCCCNc1cccc2c1S(=O)(=O)N[C@H](CC(C)C)CO2 was read as ALOX12 inh -2%.
CC(C(=O)c1ccccc1)C1(O)C(=O)Nc2ccc(Cl)cc21 (stereo not given) was read as ALOX12 inh -2%.
CC(=O)C1=CC[C@H]2[C@@H]3CC=C4C[C@@H](O)CC[C@]4(C)[C@H]3CC[C@]12C was read as ALOX12 inh inconclusive.
For Cc1ccc(C(=O)N2CCC3(CC2)COc2ccccc2NC3=O)cc1 the results were ALOX12 inh 45%[activator].
CC(C)CNC(=O)c1csc2c1CCC(C)C2 (stereo not given) was read as ALOX12 inh inconclusive.
Screening CCN(CC)C(=O)C(NC(=O)c1cccs1)C1CCN(C(=O)c2cccc(F)c2)CC1 (stereo not given) returned ALOX12 inh 12%.
Screening CC(=O)Nc1ccc(CN(C)Cc2ccc(-c3ccccc3)cc2)cc1 returned ALOX12 inh 26%[176 µM].
For Cc1ccc(Cn2c(SCCC(C)C)nc3c2c(=O)[nH]c(=O)n3C)cc1 the results were ALOX12 inh 69%[activator].
O=C(N[C@H]1CCN2C(=O)c3cc(-c4ccccc4F)ccc3NC(=O)[C@H]12)c1cnccn1 was read as ALOX12 inh inconclusive.

Pulled one by one from the entries so far:
For Cc1ccc(Cn2c(SCCC(C)C)nc3c2c(=O)[nH]c(=O)n3C)cc1 the results were ALOX12 inh 69%[activator].
Screening CC(=O)Nc1ccc(CN(C)Cc2ccc(-c3ccccc3)cc2)cc1 returned ALOX12 inh 26%[176 µM].
Screening COC[C@@H]1CCCN1c1ncnc2c1CN(C1CCNC1)C(=O)CN2C (stereo not given in full) returned ALOX12 inh -17%[6.33 µM].
Screening C(C#CCOC/C=C/c1ccccc1)#CCOC/C=C/c1ccccc1 returned ALOX12 inh inconclusive.

(next part)
Screening CCOC(=O)C1CC1CN1CCC2(CC1)Cc1ccccc1CNC2=O (stereo not given) returned ALOX12 inh inconclusive.
`COC(=O)CCNC(=O)C1c2ccccc2C(=O)N(CC(C)C)C12CCCC2` (stereo not given) gave ALOX12 inh 2%.
Screening N#CCC(=O)Nc1ccc(C(=O)OCc2ccc(Cl)cc2)cc1 returned ALOX12 inh -34%.
Screening COc1ccc(-c2noc([C@@H]3C[C@@H](O)CN3C(C)C)n2)cc1 returned ALOX12 inh -15%[176 µM].
`COc1ccc(N2CCN(c3cc(C4CC(N)C4)nc(N)n3)CC2(C)C)cc1` (stereo not given) gave ALOX12 inh 60%[activator].
COc1ccccc1NS(=O)(=O)c1cccc(C(=O)N2CCc3sccc3C2)c1 was read as ALOX12 inh inconclusive.
For O=C(Cc1c[nH]c2ccccc12)N1CCC(N2C(=O)C(O)C23CCCCC3)CC1 (stereo not given) the results were ALOX12 inh 30%.
For CCn1nc(C(=O)N2CCCC(c3nc4ccccc4s3)C2)c2ccccc2c1=O (stereo not given) the results were ALOX12 inh 20%.
CN(C)C(=O)c1ccc(-c2ncc3c(n2)OCCN(Cc2ccc(F)cc2F)C3=O)cc1 was read as ALOX12 inh 25%[176 µM].
Cc1ccccc1NC(=O)N1CCC(CCNC(=O)c2ccoc2)CC1 was read as ALOX12 inh 42%[activator].
CCCC(=O)N1Cc2ccccc2CC2(CCN(Cc3ccncc3)C2)C1 (stereo not given) was read as ALOX12 inh inconclusive.
Screening COC1C(=O)N(C2CCN(C(=O)Cc3cccnc3)CC2)C12CCOCC2 (stereo not given) returned ALOX12 inh 7%.
For COc1cccc(CNC(=O)[C@@H]2C[C@@H](O)CN2C2CCN(C(=O)c3nccc4ccccc34)CC2)c1 the results were ALOX12 inh 47%.
`Cn1cc2c3c(cccc31)CN(C(=O)c1ccccc1F)CC2` gave ALOX12 inh -2%.
Screening CN(Cc1nccn1C)C(=O)C1CCC(=O)N(CCc2ccccn2)C1 (stereo not given) returned ALOX12 inh -5%.
`Cc1cnc(CCNC(=O)c2n[nH]c3ccccc23)n1C1CC1` gave ALOX12 inh 68%[activator].
For O=C(C1CC1)N1CCCCC1c1nc(C2CCOCC2)n[nH]1 (stereo not given) the results were ALOX12 inh 94%[activator].
CN(CC(=O)Nc1cccc(F)c1)C(=O)c1cccc(C(=O)N(C)CC(=O)Nc2cccc(F)c2)n1 was read as ALOX12 inh inconclusive.
`CC(C(=O)N1CCN(c2cc(-c3ccccc3)[nH]n2)CC1)c1ccccc1` (stereo not given) gave ALOX12 inh 5%.
Screening O=C(Nc1ccc(F)cc1F)Nc1cc(C(=O)NCc2cccc(F)c2)ccc1N1CCOCC1 returned ALOX12 inh inconclusive.
CCNc1ncc2nc(-c3ccc(F)cc3)c(=O)n(C[C@H]3CCCO3)c2n1 was read as ALOX12 inh 43%.
`CCOC(=O)C1CSCCS(=O)(=O)N1Cc1cccc(F)c1` (stereo not given) gave ALOX12 inh 30%.
Screening CCCC#C/C(CCC)=C1\c2ccccc2C(=O)N1c1ccccc1 returned ALOX12 inh -25%.
`O=C(c1csnn1)N1CCC[C@@]2(CCN(Cc3cc(C(F)(F)F)cc(C(F)(F)F)c3)C2)C1` gave ALOX12 inh -9%[57.4 µM].

4 entries out of the list, sorted by formula weight, lowest first:
`Cn1cc2c3c(cccc31)CN(C(=O)c1ccccc1F)CC2` gave ALOX12 inh -2%.
Screening CN(Cc1nccn1C)C(=O)C1CCC(=O)N(CCc2ccccn2)C1 (stereo not given) returned ALOX12 inh -5%.
Screening O=C(Nc1ccc(F)cc1F)Nc1cc(C(=O)NCc2cccc(F)c2)ccc1N1CCOCC1 returned ALOX12 inh inconclusive.
CN(CC(=O)Nc1cccc(F)c1)C(=O)c1cccc(C(=O)N(C)CC(=O)Nc2cccc(F)c2)n1 was read as ALOX12 inh inconclusive.

Additional results.
`COc1ccc(-c2nc(C)nc3c2CN(C(=O)c2ccccc2)CC3)cc1` gave ALOX12 inh -17%.
O=c1c2cc(-c3ccccc3)sc2nc2n1CCC2 was read as ALOX12 inh -26%.
`O=C1NCc2ccccc2CC12CCN(Cc1c(F)cccc1Cl)C2` (stereo not given) gave ALOX12 inh 10%[6.33 µM].
For C=CCNc1nc(-c2c(C(=O)OCC)c(C)n(CC)c2C)cs1 the results were ALOX12 inh -36%.
`Cc1cc(C(=O)N[C@@H]2CN(Cc3cccnc3)C[C@H]2CN(C)C)no1` gave ALOX12 inh 51%[activator].
`O=C(CC[C@@H]1CNC(=O)[C@@H]2C[C@H](NCc3ccccc3)CN12)NCc1ccc(F)cc1` gave ALOX12 inh 14%[176 µM].
CC(C)NC(=O)NC(=O)Cn1cnc2c1c(=O)n(C)c(=O)n2C was read as ALOX12 inh -5%.
`COc1ccc(C(=O)NCC2COc3ccccc3O2)cc1OC` (stereo not given) gave ALOX12 inh 37%.
`CCc1ccc2oc(C(=O)NCC(c3ccco3)N(C)C)cc(=O)c2c1` (stereo not given) gave ALOX12 inh inconclusive.
Screening O=C(Nc1cccs1)N1CCNc2cnc(Nc3cccc(C(F)(F)F)c3)nc2C1 returned ALOX12 inh 25%[176 µM].
Screening Cc1ccccc1C(=O)OCC1CCC[N+]2(C)CCCCC12 (stereo not given) returned ALOX12 inh 28µM*.
Screening Cc1n[nH]c(C)c1Cl returned ALOX12 inh inconclusive.

By substructure: those above containing an aryl thioether with sulfur outside any ring.
`N#CCCN(C(=O)CSc1nnnn1-c1ccccc1)c1ccc(F)cc1` gave ALOX12 inh 12%.
For Cc1csc(C(C#N)C(=O)CSc2ccc(C(F)(F)F)cn2)n1 (stereo not given) the results were ALOX12 inh inconclusive.
For Cc1ccc(Cn2c(SCCC(C)C)nc3c2c(=O)[nH]c(=O)n3C)cc1 the results were ALOX12 inh 69%[activator].

Next structures
CC(C)CCn1c(CN2CCN(c3ccccc3F)CC2)nc2c1c(=O)n(C)c(=O)n2C was read as ALOX12 inh 20%.
Screening CCC(CC)NC(=O)[C@H]1CCC[C@H]1NC(=O)c1ccc(OC)nc1 returned ALOX12 inh 23%.
For CC(C)OC(=O)Cn1c(C2CC(=O)N(Cc3ccc(F)cc3)C2)nc2ccccc21 (stereo not given) the results were ALOX12 inh -3%.
COc1ccc(NC(=O)c2cc3n(n2)CC(c2ccc(Cl)cc2)OC3)cc1OC (stereo not given) was read as ALOX12 inh 16%.
N#CCCc1c(O)ccc2ccccc12 was read as ALOX12 inh -3%.
`COc1ccc(-c2cc(N3CCCC(NC(=O)c4ccc5cc[nH]c5c4)C3)n[nH]2)cc1` (stereo not given) gave ALOX12 inh inconclusive.
Screening CC(C)(C)c1cc(C(C)(C)C)c(NC(=O)c2c[nH]c3ccccc3c2=O)cc1O returned ALOX12 inh -27%[57.4 µM].
For COC[C@@H]1CN(C(=O)c2ccc(C#N)cc2)C[C@H]1C(N)=O the results were ALOX12 inh 51%[activator].
For CC(C)OC(=O)c1ccc(NC(=O)c2cc3ccccc3oc2=O)cc1 the results were ALOX12 inh -6%.
COc1ccc(CNC(=O)c2noc(-c3ccc(F)cc3)n2)cc1 was read as ALOX12 inh 42%[activator].
Cc1ccc(C(C(=O)N2CC(n3nc(C)cc3C)C2)N(C)C)cc1 (stereo not given) was read as ALOX12 inh 6%.
For CCCCc1ccc(S(=O)(=O)N[C@H]2CC[C@@]34CCCN3C(=O)CCC[C@H]4[C@H]2C)cc1 the results were ALOX12 inh inconclusive.
`CCCc1c(C)nc2ncnn2c1Nc1ccc(C)c(C)c1` gave ALOX12 inh -12%.
For Cc1noc(C)c1[S+](=O)([O-])N1CCC(c2nn(C)c(=O)[nH]2)CC1 the results were ALOX12 inh 46%[activator].
For COCCN1C(=O)C(=O)/C(=C(/O)c2ccc3c(c2)OCCO3)C12C(=O)N(C)c1ccccc12 (stereo not given) the results were ALOX12 inh inconclusive.
COC(=O)c1cc(C(=O)OC)cc(S(=O)(=O)N2CCCC2c2nc3ccccc3[nH]2)c1 (stereo not given) was read as ALOX12 inh -4%.
For Cc1cc(C)cc(C(=O)NCc2nc(-c3cccc(NC(=O)c4ccccn4)c3)oc2C)c1 the results were ALOX12 inh 3%.
`CC(C)CN1CC[C@@]2(CCCN(S(=O)(=O)c3ccccc3)C2)C1` gave ALOX12 inh 18%[57.4 µM].
For CC(=O)c1cc(CN2CCC(c3[nH]ncc3-c3ccccc3C)CC2)n(C)c1 the results were ALOX12 inh 25%.
COCCCNC(=O)N[C@@H]1CN(c2ncccn2)C[C@H]1CN(C)C was read as ALOX12 inh 85%[activator].
For COc1ccc(CCc2nc3nccc(-c4ccco4)n3n2)cc1 the results were ALOX12 inh inconclusive.
For O=[N+]([O-])c1ccc(Sc2ccc(NC(=S)Nc3ccccc3)cc2)cc1 the results were ALOX12 inh inconclusive.
CC1(C)CC(=O)C=C(c2ccccc2-c2ccc3c(c2)OCO3)C1=O was read as ALOX12 inh -1%.
For O=C(Nc1ccc(-c2cccc(F)c2)cc1)C1CCCN1Cc1cnc[nH]1 (stereo not given) the results were ALOX12 inh 97%[activator].
Cn1c(C(=O)Nc2ccc(N3CCOCC3)cc2)cc2c1CCN(Cc1ccccc1)C2 was read as ALOX12 inh -10%.
`COc1ccc(C(=O)c2c(C)oc3cc(C#N)c(C#N)cc23)cc1` gave ALOX12 inh -22%.
CC(C)c1nc(N2CCN(C(=O)C(=O)N3CCOCC3)CC2)c(C#N)c2c1CCCC2 was read as ALOX12 inh 6%.
Screening O=C(NC1C[C@H]2CC[C@@H](C1)N2C(=O)Cc1ccc(Cl)cc1)c1ccncc1 (stereo not given in full) returned ALOX12 inh 62%[activator].
For O=C(O)CCCC(=O)N1CCN2C(=O)c3cc(-c4ccco4)ccc3NC(=O)[C@@H]2C1 the results were ALOX12 inh inconclusive.
For CCC(=O)N1CCN(c2oc(/C=C/c3ccccc3)nc2C#N)CC1 the results were ALOX12 inh inconclusive.
c1cncc(Nc2cc3c(cn2)CN(Cc2c[nH]c4ccccc24)CCN3)c1 was read as ALOX12 inh inconclusive.

An excerpt; count on the stated rates, not on these rows.
